# ABCB6 inh 2: blocks the human ABCB6 transporter; hit rate 0.19% among 360,000; Q9NP58; AID 602162; fluorescence ratio to DMSO, % at 10 µM; K562-ABCB6 porphyrin accumulation, flow cytometry, 1 h; active compounds read low;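 active means fluorescence ratio to DMSO below 75%, the collection mean minus 3 SD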;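 further: signal is porphyrin accumulated inside mitochondria; 100% equals median channel fluorescence of DMSO control wells; lower ratio means ABCB6 inhibition with less porphyrin fluorescence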
# TLR9-MyD88 inh: inhibitors of human TLR9-MyD88 binding. Q9NR96+Q99836. CHO BLA complementation TLR9-MyD88, CCF4 FRET ratio. inhibition, % at 4.98 µM. hit rate 0.21% among 340,000;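 active means inhibition above the mean over all tested compounds plus 3 SD, cut at about 21% in these data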;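 further: 0% = DMSO only wells and 100% = clavulanate BLA inhibitor control wells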
# ABHD5-PLIN5 inh: blocks binding of human ABHD5 to perilipin-5; Q00G26+Q8WTS1; Split G. princeps luciferase complementation, luminescence, 4 h; inhibition, % at 4 µM; hit rate 0.78% among 360,000; AID 602281;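 active means inhibition above the mean inhibition across every tested compound plus 3 SD, cut at about 22% in these data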;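 further: 0% = DMSO only wells and the 100% control is not disclosed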
# NOD2-RIPK2 inh: NOD2-RIPK2 protein interaction inhibition | O43353 | CHO BLA complementation NOD2-RIPK2, CCF4 ratio | inhibition, % at 4.98 µM | hit rate 0.38% among 360,000 | AID 624267; in the data active means inhibition above about 21%;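 further: 0% = vehicle only and 100% = reference blocker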
# Target sequence (O43353 whole entry, looked up): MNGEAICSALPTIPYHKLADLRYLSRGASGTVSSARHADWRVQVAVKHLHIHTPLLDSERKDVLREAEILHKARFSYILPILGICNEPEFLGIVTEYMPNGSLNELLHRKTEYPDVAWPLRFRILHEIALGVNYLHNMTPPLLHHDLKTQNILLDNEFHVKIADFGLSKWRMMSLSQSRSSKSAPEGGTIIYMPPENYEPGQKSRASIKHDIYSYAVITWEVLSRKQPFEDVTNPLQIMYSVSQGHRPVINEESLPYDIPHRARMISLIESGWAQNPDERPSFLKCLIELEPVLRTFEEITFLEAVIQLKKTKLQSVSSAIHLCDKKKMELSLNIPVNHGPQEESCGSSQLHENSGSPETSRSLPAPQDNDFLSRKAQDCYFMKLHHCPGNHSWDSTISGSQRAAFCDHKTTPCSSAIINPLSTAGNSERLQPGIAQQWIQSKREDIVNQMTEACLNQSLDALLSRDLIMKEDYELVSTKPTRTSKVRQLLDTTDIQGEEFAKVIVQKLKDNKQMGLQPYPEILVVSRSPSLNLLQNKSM
# aDG glyco up: alpha-DG glycosylation activation; Pro5-aDG cells, alpha-DG glycosylation AlphaScreen (IIH6); 0% Pro5, 100% B10-LARGE cell signal; activation, % at 10 µM; hit rate 0.22% among 360,000;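 active means activation of at least 8% versus controls, or a plate z-score of at least 8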;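 further: Pro5 are CHO cells carrying HIG-tagged alpha-DG that lacks glycosylation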
# Glyco luc inh: N-linked glycosylation inhibition; D54 ERlucT glycosylation luciferase reporter, 24 h; percent of 100 nM tunicamycin response; reporter increase, % at 12.5 µM; hit rate 0.23% among 360,000;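 active means mean luciferase reporter signal, scaled so untreated is 0 and the glycosylation-blocking control 100, at or above a set limit in every replicate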;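 further: luciferase carries N-glycosylation sites so blocking glycosylation raises the light; 0% = median of neutral control wells and 100% = median of 100 nM tunicamycin wells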
# Granule exo inh: blocks lytic granule exocytosis. AID 651702. hit rate 0.66% among 360,000. inhibition, % at 10 µM. TALL-104 LAMP-1 surface exposure, flow cytometry; cells stimulated with thapsigargin and PMA;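 active means inhibition above about 55%, limit read from the data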
# MC4R antagonist: blocks human MC4R cAMP signaling; P32245; hit rate 0.48% among 360,000; MC4R-expressing cells, MTII-stimulated cAMP, LANCE TR-FRET; inhibition, % at 6.5 µM;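 active means inhibition above its plate's cutoff, the mean of tested wells on that plate plus 3 SD, cut at about 29% in these data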;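 further: 0% = Melanotan II alone and 100% = Melanotan II plus saturating MCL0020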
# Target sequence (P32245 whole entry, looked up): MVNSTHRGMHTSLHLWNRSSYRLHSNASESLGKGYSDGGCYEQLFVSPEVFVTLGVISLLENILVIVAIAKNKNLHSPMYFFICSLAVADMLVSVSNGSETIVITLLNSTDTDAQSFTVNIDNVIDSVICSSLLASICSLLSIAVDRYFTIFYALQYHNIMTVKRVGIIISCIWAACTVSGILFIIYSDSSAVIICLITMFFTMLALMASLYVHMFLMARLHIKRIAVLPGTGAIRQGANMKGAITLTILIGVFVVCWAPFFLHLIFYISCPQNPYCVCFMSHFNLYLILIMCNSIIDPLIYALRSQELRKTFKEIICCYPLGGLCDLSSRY
#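 Material – human MC4R-expressing U2OS cells · Repeats – no replicates · Detection – TR-FRET with Eu-cAMP and labeled anti-cAMP, 671 nm · Times – compound 30 min, challenge 1 h, detection 1 h · Compound – single nominal compound dose of 6.5 µM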
# MC4R barr agon: agonists of human melanocortin 4 receptor (MC4R) beta-arrestin. P32245. U2OS MC4R beta-arrestin complementation, luminescence; percent of melanotan II response, DMSO zero. activation, % at 8.9 µM. hit rate 0.98% among 360,000;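 active means activation above a per-plate cutoff, the mean activation of sample wells on that plate plus 3 SD, cut at about 8% in these data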
# Vif inh: blocks HIV Vif function | AID 602346 | HEK293T cells, Vif self-association by quenched fluorescence, imaging, 24 h | hit rate 0.35% among 340,000 | inhibition, % at 7.49 µM; in the data active means inhibition above about 50%, passing the limit was not always enough; further: some results filed as inactive read as strong as hits
# An asterisk follows results filed as active; / = not tested or not shown. Not all compounds are listed; the hit share may differ from the screen's.
molecule,ABCB6 inh 2,TLR9-MyD88 inh,ABHD5-PLIN5 inh,NOD2-RIPK2 inh,aDG glyco up,Glyco luc inh,Granule exo inh,MC4R antagonist,MC4R barr agon,Vif inh
CCOC(=O)c1c(NC(=O)CSc2nnc(-c3ccco3)o2)sc(C)c1C,100,4,-7,13,0.0,4,3,-10,0.6,1
CCOC(=O)Cc1csc(NC(=O)c2ccc(S(=O)(=O)N3CCOCC3)cc2)n1,95,-1,1,0,-0.1,1,2,17,0.1,-4
CCOC(=O)C1CCN(C(=O)CCS(=O)(=O)c2ccc3c(c2)CCN3C(=O)CC)CC1,103,0,6,-6,0.0,2,-3,4,-1.2,/
Cc1ccc([C@H]2C(C#N)=C(N)Oc3cc(C)oc(=O)c32)o1,101,0,10,0,-0.5,2,8,30*,0.2,4
O=[N+]([O-])c1ccc(Cl)c(S(=O)(=O)Nc2cccc(-c3ccc(N4CCCC4)nn3)c2)c1,96,-1,7,3,0.2,0,-2,-2,-2.6,6
Cc1cc(=O)oc2cc(OCc3ccc(C(=O)OCC(=O)Nc4ccc(N(C)C)cc4)cc3)ccc12,90,2,5,-1,-0.3,-1,0,16,0.0,6
CN(Cc1nc2ccc(Cl)cc2[nH]1)Cc1nc(-c2cnccn2)no1,92,11,0,3,-0.2,0,-1,-1,-1.4,3
COc1ccc(CCNC(=O)CN(C)S(=O)(=O)c2cccs2)cc1OC,98,-14,13,-9,-0.1,-3,1,0,0.4,2
CCCCn1c(SCC(=O)c2ccc(OCC)cc2)nc2cc(S(N)(=O)=O)ccc21,97,0,-3,0,-0.1,0,-4,3,2.4,/
COc1ccccc1CNC(=O)COc1ccccc1OC,94,-7,-1,2,0.3,1,-1,0,-2.2,-8
Fc1ccc(-c2cn3ccccc3n2)cc1,99,5,0,8,0.1,-14,-5,4,-0.6,0
Nc1nc(COc2ccc(F)cc2)nc(N2CCCCC2)n1,96,0,-10,6,0.0,0,-4,-2,-2.7,-3
CC(C(=O)NCc1ccc(F)cc1)c1ccc([N+](=O)[O-])cc1 (stereo unspecified),99,0,0,-3,0.5,1,-3,-1,-1.3,6
COc1cc(NS(=O)(=O)c2c(C(=O)N3CCOCC3)c(C)n(C)c2C)cc(OC)c1OC,97,0,-3,-8,-0.2,4,-5,3,-2.5,-1
Nc1ncccc1C(=O)OCC(=O)N1CCN(S(=O)(=O)c2ccc(Cl)cc2)CC1,96,-6,-10,-1,0.6,-6,1,8,-1.2,-12
CC(C)Cn1c(SCC(=O)Nc2cccnc2Cl)nnc1-c1ccco1,102,2,-2,-8,-0.2,1,0,13,1.6,-3
CCN(c1ccccc1)S(=O)(=O)c1cccc(C(=O)NCC2(N(C)C)CCCCC2)c1,93,-7,2,-4,0.2,-1,-1,9,-2.7,4
O=C(Oc1ccc2ccccc2c1Cl)N1CCCCCC1,89,-9,-5,-10,0.0,-15,-1,-3,-0.9,-9
[O-][n+]1c2c(nn1-c1ccccc1Cl)-c1nonc1CC2,99,-2,-5,-1,0.1,1,5,-3,-0.3,19
O=C(COC(=O)c1ccc2ccccc2n1)NC1CCCCC1,94,-32,2,-6,0.1,1,-1,-1,-2.3,-3
Cc1ccc2c(c1)-c1c(cnn1CC(=O)NC(C)CCc1ccco1)CO2 (stereo unspecified),103,-7,15,1,0.3,-1,-14,3,0.5,-6
COC(=O)C1=C(C)NC(=O)/C1=C\c1cc(C)n(-c2c(C)cccc2C)c1C,104,-1,2,-9,0.1,-4,0,1,-0.3,0
CC(=O)Oc1ccc(C)cc1-n1nc2ccccc2n1,90,-2,-15,1,0.1,-4,-2,-3,-0.6,-6
O=C(Nc1ccc(Br)cc1Cl)Nn1cnnc1,122,-2,12,-4,-0.1,0,0,20,-0.3,1
O=C(N1CCOCC1)N(CCN1CCOCC1)Cc1cccc(Cl)c1,95,1,0,2,-0.1,1,-1,1,-0.6,37
CCOC(=O)C1=NNC2(c3ccc(Cl)cc3)C(=O)N(c3cc(C)cc(C)c3)C(=O)C12 (stereo unspecified),112,5,-3,-3,-0.2,2,6,15,0.4,-2
COc1ccccc1C1C(C#N)=C(N)Oc2cc(C)n(CCCn3ccnc3)c(=O)c21 (stereo unspecified),99,5,2,-6,-0.3,5,-4,5,0.8,1
COC(=O)c1ccc(CSc2nc3ccccc3[nH]2)o1,89,2,1,1,-0.1,-2,1,-3,-1.5,-11
O=P(NCc1ccccc1)(OCc1ccccc1)OCc1ccccc1,95,-10,-6,4,0.1,-2,1,8,0.9,-5
CCCS(=O)(=O)N1CCC(C(=O)NCCN(CC)c2ccccc2)CC1,102,1,-4,1,0.0,1,-2,1,-1.5,/
O=C(O)C1CC(C(=O)O)SS1 (stereo unspecified),94,1,-2,-7,-0.2,-2,-6,3,-1.1,3
COc1ccccc1NC(=O)CSc1ncn[nH]1,99,-6,5,2,-0.1,1,-5,-4,0.0,-8

# Individual results from above:
# TLR9-MyD88 inh with COc1ccccc1NC(=O)CSc1ncn[nH]1 stands at -6
# TLR9-MyD88 inh with O=C(N1CCOCC1)N(CCN1CCOCC1)Cc1cccc(Cl)c1 stands at 1

# The listing continues.
molecule,ABCB6 inh 2,TLR9-MyD88 inh,ABHD5-PLIN5 inh,NOD2-RIPK2 inh,aDG glyco up,Glyco luc inh,Granule exo inh,MC4R antagonist,MC4R barr agon,Vif inh
O=C(c1ccc(F)cc1)N1CCN(C(=O)c2cccnc2)CC1,100,2,0,3,-0.1,0,-6,-1,1.0,-14
CCCCCC(=O)Nc1cccc2ccccc12,103,10,-10,-10,0.3,1,0,2,-2.4,4
NS(=O)(=O)c1cc(C(=O)OC2CCOC2=O)ccc1Cl (stereo unspecified),97,0,-3,-15,0.4,2,0,-1,-0.5,-1
O=C(CCC(=O)c1ccccc1)Nc1ccccc1OC(F)F,97,4,10,-4,0.1,0,6,10,-1.7,2
Cc1cc(C(=O)Nn2cnnc2)cs1,105,-1,4,-3,-0.3,4,4,16,0.4,4
COc1ccc(COC(=O)CCNC(=O)c2ccc(Cl)cc2)cc1,94,-2,-1,6,-0.1,0,8,0,0.4,-2
CN(C(=O)CSc1nnc(C2CC2)n1C1CC1)C1(C#N)CCCCC1,94,11,4,-7,-0.1,0,-5,2,-0.1,18
CCCCn1c(N)c(N(CCOC)C(=O)c2ccc(F)c(S(=O)(=O)N3CCOCC3)c2)c(=O)[nH]c1=O,96,-9,6,-10,0.0,1,-1,-4,-0.5,-4
CCc1cc(C(=O)N2CCc3c([nH]c4ccccc34)C2c2ccc(OC)cc2F)no1 (stereo unspecified),89,4,-6,0,-0.2,-13,-1,1,-1.9,-3
CCOC(=O)[C@]12CCC=C1N(CCC1=CCCCC1)C(=O)[C@H](CC(=O)N1CCC(c3ccccc3)CC1)C2,93,/,8,-8,1.7,/,-2,/,/,/
Cc1cc(C(=O)Nc2cnc3ccccc3c2)ccc1[N+](=O)[O-],98,-11,-2,-4,0.2,-7,-2,-3,1.5,6
CCCCNC(=O)c1cc2cccc([N+](=O)[O-])c2[nH]1,99,-1,-2,-17,0.2,0,0,-2,-3.6,-9
Cc1cc(Cn2nc(-c3ccccc3)cc2C(=O)NCc2cccs2)on1,98,-1,4,1,1.5,-1,-6,1,1.4,-3
COC(=O)c1ccc(CN2CCN(C3CCCCC3)C(CCO)C2)cc1 (stereo unspecified),99,10,-4,-1,0.0,0,-1,8,-0.9,-1
CCC(C)C(NC(=O)C1CCC(C)CC1)C(=O)Nc1ccc(OC)cc1 (stereo unspecified),93,-4,0,-13,0.0,-2,10,-5,-1.4,3
O=C(NC1CCCC1)c1cccc(S(=O)(=O)N2CCCCC2)c1,91,3,8,-8,-0.2,-2,1,-1,0.0,29
O=C(OC(C(=O)Nc1cc(Cl)cc(Cl)c1)c1ccccc1)C1=COCCO1 (stereo unspecified),96,-1,-3,-1,0.7,2,4,20,3.6,6
O=C(CN1CCN(c2ccccc2)CC1)c1ccc2cc[nH]c2c1,101,3,2,-14,0.1,0,0,-4,-0.6,24
Cc1ccc(/C=C/C(=O)NCCCn2ccnc2)cc1,101,6,4,-5,-0.1,-1,-3,0,-1.0,8
Clc1cccc(Cl)c1Cn1nnc(-c2cccs2)n1,102,-3,0,-10,-0.2,-1,2,-3,3.2,17
CCOc1ccc(C(=O)Nc2cc(-c3nc4ccccc4[nH]3)ccc2C)cc1[N+](=O)[O-],160,2,11,3,0.3,-4,29,-33,-0.4,/
Cc1ccc2nc(SCC(=O)N3CCCCC3)nc(=O)n2c1,98,4,7,-13,-0.3,2,5,18,-4.1,0
CCCCNc1c(-c2cccc(-c3cc(C(C)=O)cs3)c2)nc2ccc(C)cn12,90,4,0,-13,1.1,-10,-8,50*,19*,0
Cc1noc(NC(=O)c2ccc(Cl)c(Cl)c2)c1Cl,100,1,-2,-3,-0.1,1,-1,0,-4.3,-12
O=C(CSc1ncccc1C(=O)O)NC12CC3CC(CC(C3)C1)C2,101,2,0,5,-0.1,3,0,7,-1.5,-4
BrCCOCCOc1ccc2ccccc2c1,95,3,-3,-2,-0.1,3,-7,0,-2.2,-4
COc1ccc(OC)c(-c2c(=O)n(OCc3ccccc3Br)c3ccccc3[n+]2[O-])c1,102,-3,1,1,-0.3,-1,-2,0,-0.9,-12
CON/C=C(\C=Nc1ccc(F)cc1)c1ncc(C(F)(F)F)cc1Cl,100,-3,-2,-2,-0.5,-1,0,4,3.0,-1
COc1cccc(Cn2cnc3c(sc4nc(C)cc(C)c43)c2=O)c1,92,10,-2,0,0.0,0,-5,5,0.3,36
CC1C(=O)C(C)C(c2ccc(O)cc2)NC1c1ccc(O)cc1 (stereo unspecified),98,-3,-6,13,-0.1,1,-3,12,0.8,8
O=C1CCCc2ccccc2N1Cc1cccc(F)c1,97,6,2,-6,-0.2,0,-2,12,-1.9,-16
Cc1ccc([C@@H]2[C@@H]3C(=O)N(C)C(=O)[C@@H]3[C@]3(C)C(=O)N(CC4CC4)CC(=O)N23)o1,89,-10,4,-9,0.1,2,1,13,0.3,/
O=C(COC(=O)c1ccccn1)Nc1ccc(S(=O)(=O)N2CCOCC2)cc1,99,-1,-1,-9,-0.5,1,3,-4,0.9,-3
O=C(CSc1n[nH]c(-c2ccccc2Br)n1)NC(=O)NCc1ccco1,97,1,10,-7,-0.2,2,-2,-2,-1.3,-1
O=C(Cn1cccc1)Nc1ccc(F)cc1F,96,2,-3,-5,0.1,2,-1,-3,-0.7,14
C[C@H]([C@H](O)c1ccccc1)N(C)C(=O)CN,100,2,2,-2,-0.2,1,-4,5,-0.6,-2
CCC(=O)N1N=C(c2c(O)n(C)c(=O)n(C)c2=O)CC1c1ccccc1 (stereo unspecified),101,0,-2,-3,0.2,0,4,21,1.6,3
